Screening results from PubChem.
Glioma ERSR ind: induces the endoplasmic reticulum stress response in human glioma cells. U87-MG GRP78 promoter luciferase reporter, 16 h. Potency, µM, inactives show at the highest dose activation, actives largely listed as activators. actives 0.02% (n = 420,000). AID 602332; note: potency is the fitted concentration of half-maximal effect; series mostly up to about 76 µM; % of control where 0% means no effect; nearly all actives have a fitted effect of over 35% in size
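ERSR induction read as luciferase luminescence (Bright-Glo, 10 min at room temperature) in stably transfected human U87-MG glioma cells exposed to compounds for 16 h, using GRP78 as sensor.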
BLM inh: inhibitors of human Bloom syndrome helicase BLM | actives 0.2% (n = 350,000) | AID 2528 | Potency, µM (top dose mostly 56.1 µM), inactives show at the top dose activity change, negative = inhibition, actives largely listed as inhibitors | recombinant BLM DNA unwinding, fluorescence dequenching | P54132;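 note: potency is the fitted concentration of half-maximal effect; plate controls were vehicle for no effect and no enzyme for full effect; nearly all actives have a fitted effect of over 35% in size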
POLI inh: blocks human DNA polymerase iota activity | Potency, µM (titrated, usually from 115 µM), for inactives: at the top dose activity, negative = inhibition, most hits filed as inhibitors | Q9UNA4 | actives 1% (n = 390,000) | Pol iota fluorescent replication assay, 10 min | AID 588590; note: potency is the fitted concentration of half-maximal effect
Target sequence (Q9UNA4 whole entry, looked up): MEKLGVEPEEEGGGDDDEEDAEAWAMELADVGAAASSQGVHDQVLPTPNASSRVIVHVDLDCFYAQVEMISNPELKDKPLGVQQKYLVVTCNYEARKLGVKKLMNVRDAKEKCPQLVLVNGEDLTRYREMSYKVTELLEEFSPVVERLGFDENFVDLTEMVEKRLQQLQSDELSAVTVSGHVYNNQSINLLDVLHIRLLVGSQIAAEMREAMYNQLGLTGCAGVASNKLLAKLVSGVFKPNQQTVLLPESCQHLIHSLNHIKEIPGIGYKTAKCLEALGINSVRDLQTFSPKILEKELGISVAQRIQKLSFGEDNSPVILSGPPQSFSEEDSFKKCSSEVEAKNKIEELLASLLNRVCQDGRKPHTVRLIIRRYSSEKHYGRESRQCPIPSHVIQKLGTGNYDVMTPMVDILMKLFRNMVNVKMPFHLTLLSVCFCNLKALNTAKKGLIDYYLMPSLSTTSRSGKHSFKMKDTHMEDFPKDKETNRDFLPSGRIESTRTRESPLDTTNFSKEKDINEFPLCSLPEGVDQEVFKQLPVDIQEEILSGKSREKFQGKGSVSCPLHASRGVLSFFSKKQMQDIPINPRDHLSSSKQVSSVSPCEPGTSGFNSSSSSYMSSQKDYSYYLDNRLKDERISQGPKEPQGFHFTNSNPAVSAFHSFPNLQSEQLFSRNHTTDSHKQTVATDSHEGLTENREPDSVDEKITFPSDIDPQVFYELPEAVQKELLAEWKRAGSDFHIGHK
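Fluorescent replication assay read twice, at 0 min and 10 min after adding 50 nM (final) substrate. Enzyme (10 nM) and compounds were first incubated 15 min at room temperature; enzyme-free buffer wells were negative controls.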
Anesthetic bind: candidate novel general anesthetic via apoferritin binding | P02791 | apoferritin/1-aminoanthracene competitive binding, fluorescence | actives 0.074% (n = 350,000) | AID 485281 | Potency, µM (titrated, usually from 77.5 µM), without a hit: top-dose activity change, negative = displacement, hits mostly inhibitors; note: potency is the fitted concentration of half-maximal effect; % is set by controls: 0 for no effect and ±100 for the full control effect; nearly all actives have a fitted effect of over 20% in size
Target sequence (P02791 2-175 limits assumed): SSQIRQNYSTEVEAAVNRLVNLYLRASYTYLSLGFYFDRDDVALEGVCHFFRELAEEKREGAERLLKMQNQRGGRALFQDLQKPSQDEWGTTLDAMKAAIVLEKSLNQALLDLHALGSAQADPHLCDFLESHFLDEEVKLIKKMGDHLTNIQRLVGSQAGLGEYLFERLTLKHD
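Read-out: endpoint 1-AMA fluorescence, excitation 380 nm and emission 535 nm, after compounds sit 10 min at room temperature with 10 uM horse-spleen apoferritin in 50% saturated 1-AMA/PBS. Values come from four-parameter Hill fits.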
APE1 inh: blocks human APE1 abasic DNA cleavage; recombinant APE1, TAMRA/BHQ-2 abasic DNA cleavage fluorescence; Potency, µM (doses to about 65.8 µM), without a hit: top-dose activity change, negative = inhibition, usual class: inhibitors; actives 0.35% (n = 350,000); AID 2517;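 note: potency is the fitted concentration of half-maximal effect; plate controls were vehicle for no effect and reference inhibitor for full effect; nearly all actives have a fitted effect of over 55% in size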
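APE1 at 0.75 nM final was preincubated with compound 15 min at room temperature, then 50 nM double-stranded THF abasic-site substrate (5'-TAMRA/3'-BHQ-2) was added. Fluorescence (ex 525/em 598 nm) was read kinetically; third-minus-first read gave activity.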
POLK inh: blocks human DNA polymerase kappa activity. actives 0.53% (n = 400,000). purified Pol kappa, fluorescent DNA synthesis assay, 10 min. AID 588579. Q9UBT6. Potency, µM (highest dose often 107 µM), for inactives: at the top dose activity, negative = inhibition, hits mostly inhibitors; note: potency is the fitted concentration of half-maximal effect; % is set by controls: 0 for no effect and ±100 for the full control effect
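Kinetic fluorescence readout at 0 and 10 min followed reaction start with substrate at 50 nM final. Beforehand, enzyme (10 nM Pol kappa) stood 15 min with compound at room temperature; buffer-only wells were negative controls.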
Pol eta inh: blocks human DNA polymerase eta activity; actives 1.2% (n = 390,000); AID 588591; Potency, µM (titrated, usually from 114 µM), for inactives: at the highest dose activity change, negative = inhibition, most hits filed as inhibitors; recombinant Pol eta, fluorescent DNA replication assay; Q9Y253; note: potency is the fitted concentration of half-maximal effect; % is set by controls: 0 for no effect and ±100 for the full control effect
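Fluorescent replication assay: 50 nM final substrate added after a 15 min room-temperature compound preincubation with 10 nM enzyme. Signal taken at 0 min and again at 10 min.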
LDHA block: LDHA (human) enzyme inhibition; P00338; purified LDHA, NADH/diaphorase-resazurin fluorescence; hits give low values; activity change, % (values are at about 110 or 230 µM); actives 0.15% (n = 480,000); in the data active = activity change below about -30%; inconclusive = mostly about -25% to -30%;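 note: plate controls were DMSO wells for no effect and wells without enzyme for full effect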
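Resorufin fluorescence (ex540/em590), read at 0 and 20 min after diaphorase/resazurin addition, reports the NADH left after a 5 min room-temperature reaction of 2 nM human LDH5 with 0.06 mM NADH and 0.2 mM pyruvate.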
Pol beta inh: DNA polymerase beta (human) inhibition. P06746. Pol beta primer extension/strand displacement, fluorescence kinetic. Potency, µM (titrated, usually from 114 µM), for the others: at the highest dose activity change, negative = inhibition, actives largely listed as inhibitors. actives 1.3% (n = 340,000). AID 485314; note: potency is the fitted concentration of half-maximal effect; % is set by controls: 0 for no effect and ±100 for the full control effect
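Curves were derived by four-parameter Hill fits of normalized qHTS data. The kinetic fluorescent primer-extension read was taken at 0 and 10 min after 50 nM substrate, following a 15 min room-temperature preincubation of 10 nM enzyme with compounds.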
* = called active by the depositor; ? = inconclusive; / = no result given; & = joins results of further samples; [ ] = dose if it differs, or a comment. Unless noted, calls come from the whole dose curve; as a rule, active = well fitted curve in the direction sought with a large enough effect; inconclusive = small, poorly fitted or top-dose-only effect, or another doubt; inactive = no such curve, though single readings can be large; an effect the other way counts as inactive or inconclusive. Some of the compounds tested, so the mix of outcomes need not match the whole.

1: CCOC(=O)C(Sc1n[nH]c(N)n1)c1ccccc1 (stereo unspecified)
2: COc1cc2c(cc1OC)C(C)=NCC2
3: CCN1CCN(c2ncnc3scc(-c4ccc(C)cc4)c23)CC1
4: O=C(NCc1ccncc1)c1cnccn1
5: COc1ccc(-c2c(C(=O)O)c(C(=O)O)c3n2CCC3)cc1
6: COc1cc(OC)c(C(=O)/C=C/c2ccc(OCc3ccccc3)c(OC)c2)c(OC)c1
7: O=C(CN1CCCC1)Nc1nnc(-c2cccs2)s1
8: COc1ccc(CSc2ccc(-c3nc4ccccn4c3NCc3ccccc3)cc2OC)cc1
9: Cn1c(CNc2nc3ccccc3n2CCN2CCCCC2)nc2ccccc21
10: COc1ccc(CCNC(=O)CCCn2nc(C)n3ccnc3c2=O)cc1OC
Assay by compound,1,2,3,4,5,6,7,8,9,10
Glioma ERSR ind,-2%,-3%,-2%,-2%,-4%,1%,3%,3%,0%,-6%
BLM inh,-2%,-5%,-4%,-3%,-4%,-9%,4%,/,1%,1%
POLI inh,0%,37%[activator],6%,21%,-15%,159%[activator],5%,4%,-8%,49%[activator]
Anesthetic bind,-7%,237%[activator],2%,-4%,0%,?,-5%,/,-15%,-4%
APE1 inh,3%,-2%,0%,-3%,16%,21%,-10%,-3%,-8%,25%
POLK inh,-1%,8%,15%,-13%,-12%,-5%,-6%,2%,5%,18%
Pol eta inh,-13%,-9%,-12%,3%,-6%,-17%,-20%,-19%,-12%,-4%
LDHA block,1,0,2,7,-4,0,3,1,3,2
Pol beta inh,2%,5%,2%,30%,5%,-7%,0%,/,27%,2%

11: CCN1/C(=C/c2ccc3ccccc3[n+]2CCCS(=O)(=O)[O-])C=Cc2cc(C)ccc21
12: Cc1ccc2c(COC(=O)CC3Sc4ccccc4NC3=O)cc(=O)oc2c1C (stereo unspecified)
13: CCOC(=O)c1cc(C#N)c(N)nc1C
14: CCCn1nnc2ccccc2c1=O
15: Cc1c(C#N)c2ccccc2n1CC(=O)O
16: CCC1CCCCN1CCCNC(=O)c1ccc2c(c1)N(Cc1ccc(Cl)cc1)C(=O)c1ccccc1S2(=O)=O (stereo unspecified)
17: NNC(=O)CCn1c2ccccc2c2ccccc21
18: Cc1ccc(S(=O)(=O)N2[C@@H](c3ccc(Br)cc3)C(C(=O)O)=CC[C@H]2c2ccc3c(c2)OCO3)cc1
19: Cc1ccc(-n2ncc(C(=O)NCCc3c[nH]c4ccccc34)c2C2CCN(C(=O)OC(C)(C)C)CC2)cc1C
20: CC(=O)Nc1ccc(S(=O)(=O)NCc2ccncc2)cc1
Assay by compound,11,12,13,14,15,16,17,18,19,20
Glioma ERSR ind,-13%,-1%,-3%,-3%,1%,-9%,-4%,-3%,-3%,-4%
BLM inh,-3%,-4%,2%,-5%,1%,4%,1%,/,-17%,-2%
POLI inh,-12%,-4%,1%,-2%,?,28%,9%,-13%,-9%,-1%
Anesthetic bind,5%,-1%,-9%,-12%,-1%,?,-9%,/,-2%,-1%
APE1 inh,36%,0%,3%,11%,1%,/,2%,18%,/,21%
POLK inh,-42%,-7%,-3%,-23%,-2%,-9%,-4%,-13%,-16%,4%
Pol eta inh,-8%,-14%,-8%,-1%,-5%,-25%,-6%,-3%,-27%,-3%
LDHA block,?,-5,-5,-4,-3,1,2,3,3,-9
Pol beta inh,-21%,14%,6%,9%,1%,?,12%,/,9%,-1%

Compounds listed so far with a halogen, in the order listed:
16: CCC1CCCCN1CCCNC(=O)c1ccc2c(c1)N(Cc1ccc(Cl)cc1)C(=O)c1ccccc1S2(=O)=O (stereo unspecified)
18: Cc1ccc(S(=O)(=O)N2[C@@H](c3ccc(Br)cc3)C(C(=O)O)=CC[C@H]2c2ccc3c(c2)OCO3)cc1
Assay by compound,16,18
Glioma ERSR ind,-9%,-3%
BLM inh,4%,/
POLI inh,28%,-13%
Anesthetic bind,?,/
APE1 inh,/,18%
POLK inh,-9%,-13%
Pol eta inh,-25%,-3%
LDHA block,1,3
Pol beta inh,?,/

(further entries)
21: Cc1ccc(NC(=O)N2CCC(c3ccccc3)C2)cc1C (stereo unspecified)
22: Cc1csc(=O)n1CC(=O)Nc1ccc(C(C)C)cc1
23: COc1cccc(NC(=O)Cn2c(=O)n(CCC(=O)NCCc3ccc(Cl)cc3)c(=O)c3ccccc32)c1
24: Cc1ccccc1CCNC(=O)c1ccc(NC(=O)N2CC(C)Sc3ccccc32)cc1 (stereo unspecified)
25: Cc1ccc(Cl)cc1N1CCN(c2ncnc3c2nc2n3CCCCC2)CC1
26: CCOC(=O)/C(C#N)=C/Nc1ccccc1NS(=O)(=O)c1ccc2c(c1)OCCO2
27: CCOc1ccc(Nc2oc(-c3ccc(COc4ccccc4C)o3)nc2C#N)cc1
28: NNC(=O)[C@H](Cc1ccccc1)NC(=O)NCCc1ccccc1
29: CCOc1ccc(N(CC(=O)NCC2CCCO2)S(=O)(=O)c2ccc(Cl)cc2)cc1 (stereo unspecified)
30: COc1cccc(C(=O)Nc2ccc3c(c2)C(=O)N(CCC(=O)O)C3=O)c1
Assay by compound,21,22,23,24,25,26,27,28,29,30
Glioma ERSR ind,-4%&-3%,4%,-4%,0%,-2%,-3%,-4%,0%,-2%,-3%
BLM inh,-5%&1%,/,-4%,-12%,-10%,/,-2%,-5%,-3%,-2%
POLI inh,-5%&6%,19%,7%,-2%,8%,-16%,9%,2%,10%,4%
Anesthetic bind,?,/,-13%,-4%,-5%,/,106%[activator],-8%,-2%,-18%
APE1 inh,0%,-20%,/,/,/,16%,/,12%,-3%,0%
POLK inh,3%,-5%,3%,-20%,-9%,5%,-9%,-12%[60.1 µM],-3%,1%
Pol eta inh,-9%&-8%,-10%,-16%,-14%,-22%,-2%,-18%,-16%,3%,-4%
LDHA block,-5&-10,5,2,-14,0,0,4,-14,-7,-11
Pol beta inh,4%&16%,/,-23%,0%,-9%,/,-20%,34%,-9%,-1%

31: O=C(Cn1nnc(-c2ccccc2)n1)Nc1cccc(S(=O)(=O)N2CCOCC2)c1
32: Cn1nnnc1SCc1csc(Nc2ccccc2)n1
33: CS(=O)(=O)Nc1cccc(-c2cc(Nc3ccccc3)ncn2)c1
34: Cc1oc2nc(SCCCC(=O)NCCO)nc(N)c2c1C
35: CCOC(=O)CCCCC(=O)c1[nH]c(=O)[nH]c1CSc1nc2ccccc2[nH]1
36: O=C(/C=C/c1ccc([N+](=O)[O-])cc1)OCC(=O)N1CCOCC1
37: CCc1nc(SCc2cccnc2)[nH]c(=O)c1C
38: CCCC(C(=O)Nc1ccc(S(=O)(=O)Nc2nccs2)cc1)c1ccccc1 (stereo unspecified)
39: Cc1cc(S(=O)(=O)N(Cc2ccc(C(C)(C)C)cc2)Cc2cccs2)ccc1-n1cnnn1
40: CC(=O)Nc1sc(C)c(C)c1C(=O)OCC(=O)NC(C)c1ccccc1 (stereo unspecified)
Assay by compound,31,32,33,34,35,36,37,38,39,40
Glioma ERSR ind,0%,7%,6%,0%,3%,-3%,-6%,-2%,-4%,-3%
BLM inh,/,-4%,-2%,-2%,-9%,/,2%,/,-13%,/
POLI inh,8%,-4%,/,9%,19%,14%,17%,-9%,-7%,31%[activator]
Anesthetic bind,/,?,/,-10%,-19%,/,-14%,/,-5%,/
APE1 inh,-14%,1%,-5%,-7%,?,-1%,0%,11%,2%,2%
POLK inh,-17%,-8%,3%[60.1 µM],1%,-2%[60.1 µM],-6%,-17%,1%,-10%,-14%
Pol eta inh,-19%,-7%,/,-14%,1%,-4%,-4%,-17%,-14%,-8%
LDHA block,-4,-4,/,-5,-8,-3,-2,-4,-1,-5
Pol beta inh,/,4%,/,3%,29%,/,6%,/,1%,/

41: CCc1cc(-c2[nH]ncc2-c2ccc3c(c2)OCO3)c(O)cc1O
42: CCc1ccc2nc(N(CCN(C)C)C(=O)c3ccc4ncsc4c3)sc2c1
43: Cn1cnnc1SCCC(=O)Nc1ccccc1
44: O=C(CSc1nnc(Cc2cccs2)n1Cc1ccco1)Nc1cc(Cl)cc(Cl)c1
45: Cc1ccc(-n2nc3c(=O)n(CC(=O)NC4CCCCCC4)nc(C)c3c2C)cc1
46: CC(C)NC(=O)CN(c1cccc([N+](=O)[O-])c1)S(=O)(=O)c1ccccc1
47: O=C(Nc1ccc(Cl)c(NC(=O)c2cccs2)c1)c1ccco1
48: CC(C)NC(=O)C1CCN(C(=O)N2CC(C)Oc3ccccc32)CC1 (stereo unspecified)
49: COc1ccc(Cl)cc1-c1nc(SCC(=O)NC(C)(C)C)n[nH]1
50: C[C@H](NC(=O)c1ccccc1Cl)C(=O)OCC(=O)N1CC2(C)CC1CC(C)(C)C2 (stereo partly specified)
Assay by compound,41,42,43,44,45,46,47,48,49,50
Glioma ERSR ind,-8%,-2%,-4%,-3%,1%,-3%,7%,-2%,-9%,6%
BLM inh,-13%,-5%,-4%,-12%,-1%,3%,-1%,1%,-1%,-17%
POLI inh,-10%,104%[activator],14%,-5%,26%,21%,2%,25%,-25%,14%
Anesthetic bind,-23%,-14%,-5%,0%,-24%,-2%,?,-10%,-13%,9%
APE1 inh,13%,20%,5%,-5%,56%,0%,22%,/,-1%,2%
POLK inh,-12%[60.1 µM],-15%,-12%,-16%,-23%,-1%,-9%,3%,5%,-5%[60.1 µM]
Pol eta inh,1%,-18%,-3%,-11%,15%,-8%,1%,-11%,-8%,-15%
LDHA block,2,-6,-5,4,-7,1,-1,-5,-1&-13,-3
Pol beta inh,2%,1%,6%,6%,-3%,-2%,3%,-1%,22%,8%

Along the list, as entered above.
LDHA block, entries 42 to 50: -6, -5, 4, -7, 1, -1, -5, -1&-13, -3
